Bioassay records (PubChem BioAssay)
GSK3A inh: blocks human GSK-3 alpha kinase | P49840 | inhibition, % at 10 µM | ADP-Glo luminescence, 60 min | 320,000 tested, 0.1% active;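 in the data active = inhibition above about 50%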;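 also: GST-tagged GSK-3 alpha with peptide substrate and 25 µM ATP; 0% = DMSO neutral wells and 100% = GW8510 positive control wells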
Target sequence (P49840 whole entry, looked up): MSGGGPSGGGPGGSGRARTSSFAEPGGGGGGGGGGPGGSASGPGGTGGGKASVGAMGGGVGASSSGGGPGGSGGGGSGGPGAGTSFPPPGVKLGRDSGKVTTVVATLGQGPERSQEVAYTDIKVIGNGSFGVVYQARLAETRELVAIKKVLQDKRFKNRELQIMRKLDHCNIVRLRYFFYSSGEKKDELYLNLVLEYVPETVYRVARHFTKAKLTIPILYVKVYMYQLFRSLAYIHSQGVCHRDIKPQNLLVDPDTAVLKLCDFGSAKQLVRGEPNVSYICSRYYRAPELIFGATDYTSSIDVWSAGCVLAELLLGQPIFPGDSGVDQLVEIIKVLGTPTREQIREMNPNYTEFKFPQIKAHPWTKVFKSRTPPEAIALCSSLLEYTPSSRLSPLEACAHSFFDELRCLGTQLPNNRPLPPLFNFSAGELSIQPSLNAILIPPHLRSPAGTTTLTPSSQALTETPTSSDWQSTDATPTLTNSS
AI-2 QS mod: modulators of Vibrio harveyi AI-2 quorum sensing system | Vibrio harveyi JMH597 AI-2 luminescence/OD600 ratio, 9 h; active compounds read low; strain lacks LuxN and CqsS sensors; 0 = neutral-control median | activity change, % at 7.5 µM | 300,000 tested, 0.4% active; in the data active = activity change below about -75%, passing the limit was not always enough; inconclusive = no clear call, values can overlap the other calls;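 also: luminescence divided by OD600 gain over 9 h not by final OD600 alone; inactives centre near 13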
HSP90 refold inh: inhibitors of HSP90 luciferase refolding in rabbit reticulocyte lysate. 290,000 tested, 0.91% active. inhibition, % at 5.6 µM. luciferase refolding luminescence, 3 h;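 active = inhibition above the screen-wide mean plus 3 SD, computed separately per campaign, cut at about 16% in these data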;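 also: 0% = DMSO wells and 100% = 60 µM geldanamycin wells; inhibitors lower the luminescence because luciferase stays unfolded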
HSF-1 act: increases HSF-1 driven luciferase reporter signal; NIH3T3-HGL HSF-1 luciferase reporter, MG132, 8 h; 100% = twice DMSO control signal; activation, % at 9 µM; 300,000 tested, 1.7% active; AID 504408;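 active = mean replicate activation of at least 50% with a set share of replicates each reaching 50%; inconclusive = only one of those two conditions met; inactive = mean below 50% and too few replicates reaching it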;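 also: 0% = median of the neutral control wells and 100% = twice that signal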
Platelet DG rel: modulates dense granule release in human platelets | human platelet-rich plasma, SFLLRN dense granule ATP release, luminescence | inhibition, %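 (compounds screened at 7.5 µM in platelet-rich plasma)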 | 300,000 tested, 0.22% active | AID 1663;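 active = mean replicate score, as percent of positive control, at or above 50; inconclusive = mean below 50 but at least one replicate at or above 50; inactive = mean and every replicate below 50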
Dyrk1A ADPGlo: blocks rat Dyrk1A kinase activity | inhibition, % at 12.5 µM | AID 504441 | Q63470 | ADP-Glo luminescence, NFATc1 peptide | 310,000 tested, 0.43% active; in the data active = inhibition above about 50%;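 also: plate controls were vehicle with enzyme for no effect and no enzyme for full effect; many of its hits are not listed in these tables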
HSF1 inhib: HSF1 inhibition | activity change, negative = inhibition, % at 7.5 µM (by protocol) | 300,000 tested, 0.77% active | AID 2098 | NIH3T3-HGL HSE-luciferase, MG132-induced, luminescence 8 h; active compounds read low;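 active = more than half of replicate wells show activity change below -50%, luminescence cut by over half; inconclusive = some wells, but at most half, below -50%; inactive = no replicate well below -50%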;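 also: luciferase reports HSF-1 transcriptional activity via heat shock element; 0% = median of DMSO wells and -100% = zero luminescence signal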
GSK3B inh: inhibitors of human GSK3beta kinase | 300,000 tested, 0.038% active | activity score (negative = inhibition), % at 10 µM | AID 2097 | GST-GSK3beta kinase, ADP-Glo luminescence, 60 min; active compounds read low | P49841;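 active = more than half of replicate wells score below -50%, meaning over 50% inhibition versus plate controls; inconclusive = some replicates but at most half score below -50%; inactive = no replicate scores below -50%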;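 also: 0% = median DMSO wells and -100% = median GW8510 positive control wells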
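Assay system: GST-tagged human GSK3beta kinase, cell-free; Input: 1.6 ng GSK3beta; Medium: Tris/MgCl2 kinase buffer; Timing: 60 min enzyme reaction, room temperature; Signal: ADP-Glo luminescence quantifying ADP generated by kinase; Evaluation: score relative to plate controls; Benchmarks: DMSO neutral wells and GW8510 at 20 µM as positive.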
PolyA inhibitor: inhibitors of polyadenylation in S. cerevisiae. S. cerevisiae SKY197-pL101 polyadenylation reporter, beta-gal luminescence; efflux-impaired pdr1/pdr3 knockout yeast; score 100 = 6 SD above DMSO. calls only at 12 µM. 300,000 tested, 0.02% active;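 active = lowest replicate activity score at least 50, where 100 means six control SD above control mean; inconclusive = lowest score under 50 but half or more replicates reach 50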;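 also: yeast exposed to compound for 9 h at 30 °C; higher score means more reporter readthrough which indicates perturbed polyadenylation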
HDAC3 inh: human HDAC3 inhibition; O15379; recombinant HDAC3, fluorogenic peptide/trypsin coupled, fluorescence; inhibition, % at 8.3 µM; 320,000 tested, 0.15% active; AID 2718; in the data active = inhibition above about 26%, passing the limit was not always enough; inconclusive = no clear call, values can overlap the other calls
Target sequence (O15379 whole entry, looked up): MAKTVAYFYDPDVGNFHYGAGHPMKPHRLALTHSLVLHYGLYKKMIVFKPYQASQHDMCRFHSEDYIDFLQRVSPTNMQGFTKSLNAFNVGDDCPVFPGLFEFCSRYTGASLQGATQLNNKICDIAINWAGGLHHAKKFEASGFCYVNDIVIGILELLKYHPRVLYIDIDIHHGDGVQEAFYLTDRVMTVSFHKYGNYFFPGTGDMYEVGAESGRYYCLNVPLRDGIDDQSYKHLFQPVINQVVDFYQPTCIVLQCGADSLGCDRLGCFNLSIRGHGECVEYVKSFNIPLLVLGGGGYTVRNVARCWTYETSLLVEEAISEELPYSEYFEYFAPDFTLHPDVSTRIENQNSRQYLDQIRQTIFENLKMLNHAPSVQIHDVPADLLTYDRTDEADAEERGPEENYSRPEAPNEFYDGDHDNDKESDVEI
* = called active by the depositor; i = inactive; ? = inconclusive; nt = not tested or not shown.

SMILES	GSK3A inh	AI-2 QS mod	HSP90 refold inh	HSF-1 act	Platelet DG rel	Dyrk1A ADPGlo	HSF1 inhib	GSK3B inh	PolyA inhibitor	HDAC3 inh
O=S(=O)(NCc1ccc2c(c1)OCO2)c1cccc2cccnc12	-3	-24	1	-25	4	11	-15	-1	i	-5
Cc1ccc(C(=O)OCc2c(C)noc2C)cc1NC(=O)c1ccco1	-1	12	-5	-7	-2	-3	-1	1	i	2
CCN(CC)S(=O)(=O)c1ccc2[nH]c(=O)cc(C(=O)NCC3CCCO3)c2c1 (stereo not drawn)	-1	-3	nt	-11	8	-9	-5	0	i	9
CC(=O)OCCOc1nc(N(C)C)nc(N(C)C)n1	0	8	4	-24	-1	-2	-1	1	i	1
CCOC(=O)CNC(=O)N(CCOC)CC1CCCN(C2Cc3ccccc3C2)C1 (stereo not drawn)	0	17	-1	6	4	10	-1	-2	i	1
CC(C)Cc1cc(C(=O)N2CCCC(C(=O)c3cc(F)ccc3F)C2)no1 (stereo not drawn)	-1	3	-7	6	-1	-4	8	2	i	-2
O=C(N/N=C/c1ccccc1F)c1csc2c1CCCC2	0	15	1	65*	0	-4	46	0	i	-2
Cc1ccc(-c2cnc3n2CCCCC3)cc1	-1	12	-2	-6	-6	-2	4	-2	i	0
Cc1ccc(S(=O)(=O)N2CCN(Cc3cccc(C)c3O)CC2)cc1	-6	7	-2	1	3	6	7	-5	i	2
Cc1ccc(C(c2nnnn2C(C)(C)C)N(Cc2ccco2)Cc2cccs2)cc1 (stereo not drawn)	-3	11	2	-19	-2	-1	-20	3	i	8
O=C(CCC(=O)Nc1ccccc1Cl)N/N=C1\CCCc2ccccc21	-3	23	6	13	12	-6	-9	-1	i	4
O=C(Nc1ccc(Cl)c(S(=O)(=O)N2CCOCC2)c1)c1cc(-c2ccccn2)nc2ccccc12	-1	15	3	12	-6	-2	4	3	i	3
COc1ccc(CC(=O)Nc2ccccc2C(=O)N2CCCC2)cc1	-2	6	1	-5	-5	-9	-1	0	i	2
O=C(CC(=O)N/N=C/c1c(F)cccc1Cl)NCc1ccccc1	0	11	2	-3	-9	nt	1	2	i	-6
CC(C)CNC(=O)CCc1c[nH]c2ccccc12	0	nt	0	nt	nt	4	nt	nt	nt	-5
CCN(CC(=O)Nc1ccc(OC)cc1)C(=O)c1cc(-c2cccs2)nn1-c1ccccc1	-1	24	nt	-24	1	-2	-19	3	i	4
Nc1nc(-c2ccc(-c3ccccc3)cc2)cs1	0	-5	-3	28	11	1	17	-1	i	-27
COc1ccc(C(=O)CSc2nnc(CNC(=O)c3ccco3)n2C)cc1OC	-4	13	1	-4	-1	-5	-5	0	i	-3
COc1ccc(C(C)(C)C)cc1NC(=O)COC(=O)c1cnc(C)cn1	4	14	-2	11	-6	2	-3	2	i	-4
N=C1/C(=C/c2cccn2-c2cccc([N+](=O)[O-])c2)C(=O)N=C2SC=CN12	nt	24	-3	nt	0	nt	nt	-1	i	nt
COc1ccc(NC(=S)N2CCCN(Cc3cccc(Cl)c3)C2)cc1	-3	8	4	-4	-6	1	-5	-9	i	-6
N=C(N)SCC1=CCS(=O)(=O)C1	5	15	1	-3	-3	7	-3	0	i	5
COc1ccc(NC(=O)C(=O)c2cn(CC(=O)N3CCCC3)c3ccccc23)c(OC)c1	-1	8	0	22	12	-5	15	1	i	4
Cc1cc(C(F)F)n2nc(C(=O)O)nc2n1	-1	36	3	3	5	10	0	2	i	2
COc1ccc(-c2nnnn2C(C)C)cc1S(=O)(=O)Nc1ccccc1	0	4	-2	-15	0	0	8	2	i	nt

Next section.
SMILES	GSK3A inh	AI-2 QS mod	HSP90 refold inh	HSF-1 act	Platelet DG rel	Dyrk1A ADPGlo	HSF1 inhib	GSK3B inh	PolyA inhibitor	HDAC3 inh
COc1cccc(NC(=O)c2ccc(S(=O)(=O)NCc3cccnc3)cc2)c1	0	14	2	-2	0	2	0	2	i	1
CCN=c1scc(-c2ccc(F)cc2)n1/N=C/c1ccccn1	-2	38	-5	34	-10	3	10	-3	i	-2
CC(=O)C(Sc1nccc(-c2cccs2)n1)C(C)=O	-1	17	-1	6	-7	nt	-9	-2	i	-2
CC(C(=O)NC1CCCC1)N(C(=O)c1ccc(-c2ccccc2)[nH]1)c1ccccc1F (stereo not drawn)	0	15	3	13	1	0	5	-1	i	-2
CN(CC(=O)Nc1ccc(Cl)c(Cl)c1)C1CCCCC1	2	1	-4	15	-1	3	-8	-1	i	-8
CN1C(=O)C2(c3ccccc31)N(C)CC(c1ccccn1)C21SC(=S)N(Cc2ccco2)C1=O (stereo not drawn)	-2	5	2	85*	-1	-2	34	1	i	1
CCOc1ccc(C(=O)CCC(=O)NCC(=O)OCc2ccccc2)cc1OCC	-1	11	-3	-22	-1	2	-9	-2	i	1
COc1ccc(C2c3ccsc3CCN2C(C)=O)cc1 (stereo not drawn)	-5	7	3	11	5	nt	-3	3	i	0
Cc1ccc(CNC(=O)C(=O)NCCC2=CCCCC2)cc1	-2	13	-3	-4	1	-3	-11	-5	i	-1
CC(Oc1ccc([N+](=O)[O-])cc1)C(=O)NCCCN1CCOCC1 (stereo not drawn)	3	5	0	-5	-11	-7	3	0	i	0
O=C1NCCC12C(=O)Nc1ccccc12 (stereo not drawn)	-3	4	nt	-4	4	2	-1	2	i	2
O=C(COc1ccc2oc(-c3ccccc3)cc(=O)c2c1)NCc1ccco1	1	36	1	25	-2	3	13	2	i	-1
Cc1ncccc1C(=O)N1CCCC(CNC(=O)c2ccc(-c3ccccc3)cc2)C1 (stereo not drawn)	-4	14	-2	-1	-2	nt	4	-1	i	1
COc1cc(Cl)c(C)cc1NC(=O)CSc1nnc(-c2cccnc2)n1Cc1ccco1	0	14	0	-60	0	0	-48	2	nt	4
O=C(CCCC(=O)OCC(Cl)=C(Cl)Cl)Nc1ccccc1	-1	25	2	4	-8	-1	-4	2	i	3
COc1cccc(-c2nc(CS(=O)(=O)CC(=O)NC3CCC(C)CC3)c(C)o2)c1 (stereo not drawn)	-1	10	3	1	-11	-3	22	0	i	-2
O=C(CCCNS(=O)(=O)c1cccc2nsnc12)NCCN1CCN(c2ccccc2F)CC1	-1	-3	-1	-30	3	-5	-7	-1	nt	3
O=C(Nc1ccccc1F)c1ccc(CSc2ccccc2)o1	0	8	-1	43	2	-1	3	1	i	1
COc1ccc(S(=O)(=O)N2CCC(n3cnc4ccccc43)CC2)cc1	1	22	3	-5	1	2	-6	-2	i	3
CCCCOc1ccc(NC(=O)C(=O)NCCCn2ccnc2)cc1	-3	16	0	8	-8	-2	-1	-1	i	0
Cc1cc(NS(=O)(=O)c2ccc(NC(=O)C3CCCCC3)cc2)no1	-2	10	0	-13	2	0	-11	-2	i	-2
COc1c(C)cccc1C(=O)NCCCNC(=O)c1ccc(C)nc1	0	20	-1	4	-2	11	-2	3	i	-3
CCN(CC)c1ccc(S(=O)(=O)N2CCCCC2)cc1NC(=O)C1=COCCO1	0	0	nt	5	-5	19	5	-3	i	-10
CN(C)C(=O)/C(=C/c1cn(-c2ccccc2)nc1-c1cccc([N+](=O)[O-])c1)NC(=O)c1ccccc1	-1	24	4	10	-1	7	-10	2	i	0
COc1cc2c(cc1OC)-c1cc(NC3CCCCC3)nc(=O)n1CC2	2	21	1	9	65*	2	-6	5	i	-5

Following part
SMILES	GSK3A inh	AI-2 QS mod	HSP90 refold inh	HSF-1 act	Platelet DG rel	Dyrk1A ADPGlo	HSF1 inhib	GSK3B inh	PolyA inhibitor	HDAC3 inh
CN1CCc2c(sc(NC(=O)c3ccc(S(=O)(=O)N4CCCCCC4)cc3)c2C(N)=O)C1	1	24	0	-3	-4	12	-3	0	i	0
Cc1c(O)c2ccccc2oc1=O	-2	34	-5	-9	3	8	-1	1	i	1
CC(=O)c1cccc(S(=O)(=O)N2CCN(c3ccccc3F)CC2)c1	nt	1	7	-1	-1	-3	-4	-2	i	0
C=CCn1c(-c2cccnc2Cl)nc2cc(Cl)c(Cl)cc21	0	11	3	32	-6	6	18	-1	i	5
CCCC(C)C(=O)NCc1ccccc1OC (stereo not drawn)	0	34	1	-1	1	-7	0	1	i	-4
O=c1c2ccccc2nnn1CSc1nnc(COc2ccc(Cl)cc2)n1Cc1ccco1	0	15	4	22	6	-11	8	2	i	0
O=C(CSc1cn(CC(=O)N2CCCCCC2)c2ccccc12)NCC1CCCO1 (stereo not drawn)	-3	13	0	-12	-6	nt	1	-1	nt	-4
CC(C)NC(=O)C(=O)NCC(c1ccc2c(c1)OCO2)N1CCOCC1 (stereo not drawn)	3	6	-4	0	2	7	-3	0	i	?
O=C(N/C=C/c1ccco1)NCc1ccccc1	0	25	-3	-23	-9	-1	-11	4	i	1
COc1ccccc1CNC(=O)c1cnc2ccccn2c1=O	-4	6	-7	14	-4	3	7	2	i	11
COc1ccc(-n2c(SCC(=O)C(C)(C)C)nc3c(sc(=S)n3-c3ccccc3)c2=O)c(OC)c1	0	-6	5	40	-7	6	25	-2	i	1
Cn1c(SCC(=O)NCc2ccccc2)nc2ccccc21	0	16	3	-79	-1	-7	-73*	1	i	-1
O=C(Nc1ccc(F)cc1)c1cnc(-c2ccccc2)nc1-c1ccccc1	8	20	-1	-1	-1	-3	9	3	i	0
COc1ccccc1-c1c(C)oc2c(CN3CCCC(C)C3)c(O)ccc2c1=O (stereo not drawn)	nt	6	-2	10	5	-4	-4	-1	i	nt
CCOC(=O)c1csc(NC(=O)CN2CCCCC2)n1	1	24	8	-4	4	-4	-3	6	i	-2
CCN1C(=O)C2(C(C#N)=C(N)Oc3n[nH]c(C(C)C)c32)c2ccccc21 (stereo not drawn)	-4	14	1	13	-5	1	-4	1	i	2
c1ccc(-n2nnnc2Oc2ccc(-c3nnco3)cc2)cc1	-1	17	2	-75	3	2	-70*	1	i	-2
O=C1C2C3C=CC(C4CC34)C2C(=O)N1c1cc(Cl)ccn1 (stereo not drawn)	-3	8	-4	-7	8	8	1	2	i	-5
Cc1noc(C)c1NC(=O)N1CCN(Cc2ccccc2)CC1	-2	8	7	-3	-18	nt	4	0	i	1
COc1ccc(C2c3ccc(O)cc3Oc3ncn(CCCO)c(=N)c32)cc1OC (stereo not drawn)	nt	-3	1	-3	-1	0	-2	0	i	1
CCOC(=O)N1CCC(N2CCN(S(=O)(=O)c3ccc(NC(C)=O)cc3)CC2)CC1	0	11	4	nt	-3	nt	nt	-1	i	-5
CCOC(=O)c1nn(-c2ccccc2F)c(-c2ccccc2)c1C(=O)c1ccccc1	13	9	-6	15	4	11	3	2	i	-2
S=C(NCc1ccco1)NCC1CCCO1 (stereo not drawn)	-4	9	0	5	-4	1	-1	2	i	3

This is a subset (hit frequency here may not be typical).
